hIAP block = human IAP inhibitors, primary screen, biochemical, luminescence, uHTS; AID 2544, 2010; actives 0.12% (n = 330,000); purified IAP, CDP-Star luminescence, 30 min; inhibition, % at 10 µM; Intestinal-type alkaline phosphatase (Homo sapiens), P09923;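 active = inhibition reaching a set limit with compound at 10 µM in the primary screen, cut at about 35% in these data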;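 note: plate controls were DMSO wells with enzyme for no effect and no-enzyme buffer wells for full effect; values of inactives mirror those of a sister screen read the other way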
Target sequence (P09923 whole entry, looked up): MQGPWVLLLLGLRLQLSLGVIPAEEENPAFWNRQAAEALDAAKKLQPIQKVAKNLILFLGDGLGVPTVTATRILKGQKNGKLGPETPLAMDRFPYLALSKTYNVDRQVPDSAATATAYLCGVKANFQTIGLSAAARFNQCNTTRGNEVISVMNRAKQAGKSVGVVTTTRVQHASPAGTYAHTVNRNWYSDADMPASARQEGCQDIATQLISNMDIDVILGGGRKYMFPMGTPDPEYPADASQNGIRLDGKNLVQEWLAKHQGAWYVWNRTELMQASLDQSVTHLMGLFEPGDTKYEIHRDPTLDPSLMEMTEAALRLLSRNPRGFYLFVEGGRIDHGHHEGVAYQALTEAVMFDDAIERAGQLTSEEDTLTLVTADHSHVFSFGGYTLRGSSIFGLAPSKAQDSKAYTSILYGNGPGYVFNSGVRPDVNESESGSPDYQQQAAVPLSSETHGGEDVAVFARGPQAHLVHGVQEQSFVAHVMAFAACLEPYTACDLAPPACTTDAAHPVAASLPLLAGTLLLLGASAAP
ATG4B inhibitor = ATG4B protease inhibitors, primary screen, biochemical, fluorescence, uHTS | Cysteine protease ATG4B (Homo sapiens), Q9Y4P1 | ATG4B cleavage of LC3-PLA2, NBD-HPC fluorescence, 1 h | inhibition, % at 8.33 µM | actives 0.51% (n = 340,000); in the data active = inhibition above about 40%
Target sequence (Q9Y4P1 whole entry, looked up): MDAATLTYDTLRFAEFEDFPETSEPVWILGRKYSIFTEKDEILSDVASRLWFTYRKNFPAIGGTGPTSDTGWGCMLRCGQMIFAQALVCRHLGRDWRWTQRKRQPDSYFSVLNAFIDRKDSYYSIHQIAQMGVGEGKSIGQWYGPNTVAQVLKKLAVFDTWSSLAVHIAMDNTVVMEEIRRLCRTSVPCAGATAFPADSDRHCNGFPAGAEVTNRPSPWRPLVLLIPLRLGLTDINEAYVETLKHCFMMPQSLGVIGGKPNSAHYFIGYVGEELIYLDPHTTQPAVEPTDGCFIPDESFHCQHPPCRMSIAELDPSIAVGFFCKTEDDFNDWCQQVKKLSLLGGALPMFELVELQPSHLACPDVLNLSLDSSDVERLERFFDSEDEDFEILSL
hIAP activ = human IAP activators, primary screen, biochemical, luminescence, uHTS. AID 2524, 2010. activation factor at 10 µM. purified human IAP, CDP-Star luminescence, 30 min; active compounds read high; 1 = vehicle-only enzyme, 0 = enzyme-free background. Intestinal-type alkaline phosphatase (Homo sapiens), P09923. actives 0.16% (n = 330,000);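 active = activation factor of the enzyme at least 2-fold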; note: the source names both 10 and 20 µM as test concentration; values of inactives mirror those of a sister screen read the other way
mIAP activ = activators of mouse IAP, primary screen, biochemical, luminescence, uHTS | intestinal alkaline phosphatase [Mus musculus] | muIAP, CDP-Star luminescence, 30 min; active compounds read high; 1 = vehicle-only enzyme signal, 0 = enzyme-free wells | activation factor at 10 µM | actives 0.24% (n = 330,000) | AID 2805, 2010;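 active = activation factor of at least 2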; note: the source names both 10 and 20 µM as test concentration; values of inactives mirror those of a sister screen read the other way
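Assay system: mouse IAP enzyme; Reagent: CDP-Star chemiluminescent phosphatase substrate; Compound: DMSO-dissolved test compounds; Incubation: 30 min, room temperature; Technique: luminescence from enzymatic CDP-Star hydrolysis; Controls: DMSO-only wells and no-enzyme negative control.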
NALP3 yeast inh = NALP3 inflammasome inhibitors in reconstituted yeast, primary screen, luminescence, uHTS. Yeast reconstituted NLRP3/ASC/caspase-1, beta-gal luminescence, 24 h. inhibition, % at 10 µM. actives 0.39% (n = 330,000);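 active = inhibition of 50% or more; inactive = inhibition below 50%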;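 note: plate controls were induced DMSO wells for no effect and uninduced yeast grown without galactose for full effect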
mIAP inh = inhibitors of mouse IAP, primary screen, biochemical, luminescence, uHTS; actives 0.2% (n = 330,000); AID 2806, 2010; intestinal alkaline phosphatase [Mus musculus]; inhibition, % at 10 µM; purified mouse IAP, CDP-Star luminescence, 30 min;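 active = inhibition of at least 40% at 10 µM in the primary screen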;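 note: plate controls were DMSO with enzyme for no effect and no enzyme wells for full effect; values of inactives mirror those of a sister screen read the other way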
tim10-1 inh = growth inhibitors of tim10-1 mutant yeast, primary screen, luminescence, uHTS | S. cerevisiae tim10-1 ts strain growth, BacTiter-Glo, 24 h | inhibition, % at 20 µM | actives 2.2% (n = 330,000);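 active = inhibition of at least 40%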;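 note: mutant grown at 25 °C; 0% = DMSO wells with yeast and 100% = wells holding no yeast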
TIM10 inh = growth inhibitors of isogenic TIM10 control yeast, primary screen, counter-screen for tim10-1 yeast inhibitor project, luminescence, uHTS; S. cerevisiae TIM10 strain growth, BacTiter-Glo luminescence, 24 h; actives 1.4% (n = 330,000); inhibition, % at 10 µM;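 active = inhibition of 40% or more at the single tested concentration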;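 note: wild-type TIM10 isogenic control strain grown at permissive 25 °C; 0% = DMSO yeast wells and 100% = minimal medium wells without yeast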
Apaf-1 inh = inhibitors of human Apaf-1 apoptosome, primary screen, biochemical, DEVD-Rh110 fluorescence, uHTS. inhibition, % at 20 µM. Apoptotic protease-activating factor 1 (Homo sapiens), O14727. reconstituted apoptosome caspase-3 activity. actives 0.71% (n = 330,000); active = inhibition of at least 40% at 20 µM;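 note: plate controls were DMSO wells for no effect and DEVD-CHO caspase inhibitor wells for full effect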
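System – cell-free apoptosome with Apaf-1, procaspase-3 and caspase-9 · Buffer or medium – pH 7.5 Hepes buffer with CHAPS, BSA, DTT · Also added – cytochrome c with DEVD-Rh110 · Times – 30 min compound preincubation, 50 min activation, room temperature · Technique – Rh110 fluorescence intensity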
Starred values were filed as active, the others as inactive; x = no result given. Hits appear at their usual frequency (roughly 4.5% active in at least one column).

SMILES	hIAP block	ATG4B inhibitor	hIAP activ	mIAP activ	NALP3 yeast inh	mIAP inh	tim10-1 inh	TIM10 inh	Apaf-1 inh
Cc1cc(C(=O)COC(=O)C23CC4CC(CC(O)(C4)C2)C3)c(C)n1C	6	0	0.94	0.95	14	5	2	-5	-2
COCCNC(=O)Cn1nc(C)c([N+](=O)[O-])c1C	-5	8	1.1	0.98	17	2	1	5	-5
COc1ccc(CN2CCCCC2C)c(C)c1C (stereo not given)	16	1	0.84	0.92	6	8	1	-6	-21
CCC1=NN2C(=N)/C(=C/c3ccc(OS(=O)(=O)c4ccccc4)c(OC)c3)C(=O)N=C2S1	20	0	0.8	0.96	9	4	11	8	9
N=C(N)SCc1ccccc1Cl	0	-1	1	0.84	8	16	3	5	-8
O=C1C=C(c2cccc(Cl)c2O)C[C@@H](c2ccc(F)cc2)C1	0	9	0.99	1	13	0	34	23	6
N#Cc1cccc(C#N)c1N1CCC(C#N)CC1	7	-3	0.93	1	15	-3	17	-6	16
COc1cccc(NC(=O)COC(=O)C2CC(=O)N(c3ccc(C)cc3)C2)c1 (stereo not given)	-10	-16	1.1	1	24	0	11	16	12
CNc1ncnc(Sc2ccc(Cl)cc2)c1[N+](=O)[O-]	28	-2	0.72	0.87	14	13	5	22	-13
CCCC(c1nnnn1C(C)(C)CC)N1CCN(C2CCCC2)CC1 (stereo not given)	-3	-4	1	0.96	16	4	-4	10	-5
Cc1c(Cl)cccc1NC(=O)CNC(=O)c1cn(-c2ccccc2)nc1-c1cccnc1	-2	1	1	1.3	13	-29	9	1	15
C/C(=N\NC(=O)c1nnn(-c2nonc2N)c1CN(C)C)c1ccco1	-33	-9	1.3	1	21	-2	-5	3	-2

7 compounds from above, ordered by their value in NALP3 yeast inh, highest first.
smiles,hIAP block,ATG4B inhibitor,hIAP activ,mIAP activ,NALP3 yeast inh,mIAP inh
COc1cccc(NC(=O)COC(=O)C2CC(=O)N(c3ccc(C)cc3)C2)c1 (stereo not given),-10,-16,1.1,1,24,0
COCCNC(=O)Cn1nc(C)c([N+](=O)[O-])c1C,-5,8,1.1,0.98,17,2
CCCC(c1nnnn1C(C)(C)CC)N1CCN(C2CCCC2)CC1 (stereo not given),-3,-4,1,0.96,16,4
N#Cc1cccc(C#N)c1N1CCC(C#N)CC1,7,-3,0.93,1,15,-3
Cc1cc(C(=O)COC(=O)C23CC4CC(CC(O)(C4)C2)C3)c(C)n1C,6,0,0.94,0.95,14,5
O=C1C=C(c2cccc(Cl)c2O)C[C@@H](c2ccc(F)cc2)C1,0,9,0.99,1,13,0
CCC1=NN2C(=N)/C(=C/c3ccc(OS(=O)(=O)c4ccccc4)c(OC)c3)C(=O)N=C2S1,20,0,0.8,0.96,9,4

Continued.
SMILES	hIAP block	ATG4B inhibitor	hIAP activ	mIAP activ	NALP3 yeast inh	mIAP inh	tim10-1 inh	TIM10 inh	Apaf-1 inh
Cn1c(N)c(C(=O)COC(=O)CCC2CCCC2)c(=O)n(C)c1=O	-17	1	1.2	1.1	10	-10	23	13	8
Cc1cccc(C(=O)Nc2ccc(CC(=O)O)cc2)c1	3	11	0.97	0.94	-2	6	9	-9	-3
C=CCn1c(SCC(=O)O)nnc1-c1cccc(Cl)c1	-27	-2	1.3	1	1	-2	7	3	-10
COc1ccc(NC(=O)COC(=O)c2ccc(O)cc2)c([N+](=O)[O-])c1	12	-8	0.88	1.1	31	-6	-18	13	-5
CNC(=O)CN1C(=O)C2C3C=CC(C3)C2C1=O (stereo not given)	-8	2	1.1	1.1	16	-7	5	-5	7
O=C(Nc1nc(-c2cccs2)cs1)C1=COCCO1	-32	-10	1.3	0.86	28	14	23	18	-1
COCCNC(=O)Cn1c(=O)n(CCCCCC(=O)NCc2ccc3c(c2)OCO3)c(=O)c2sccc21	-2	x	1	0.92	0	8	10	-4	-21
CCCCOc1ccc(NC(=O)c2cnc(C)cn2)cc1	29	-7	0.71	0.98	21	2	6	9	-4
Cc1cc(/C=C(\C#N)C(=O)N2CCCCC2)cc(C)c1O	0	-5	1	0.98	14	2	26	7	-4
CS(=O)(=O)Nc1ccc(C(=O)CC(=O)Nc2ccc([N+](=O)[O-])cc2)cc1	32	4	0.68	0.91	5	9	4	3	-4
CCOC(=O)N1CCN(CCC(=O)Nc2cccc(C)c2)CC1	-1	2	1	1	-2	-3	4	-9	-12
COc1ccc(CNc2nc(C)c([N+](=O)[O-])c(C)c2C#N)cc1	5	-8	0.95	0.83	14	17	6	-2	11
O=S1(=O)OCCC(c2ccccc2)N1Cc1ccccc1 (stereo not given)	5	0	0.95	1.1	-30	-11	24	6	7
CCOc1ccc(CCNC(=O)COC(=O)c2ccco2)cc1OCC	-7	-7	1.1	0.95	12	5	16	14	-4
Cc1ccc(NS(=O)(=O)c2c(C)[nH]c(=O)[nH]c2=O)c(Br)c1	9	1	0.91	1	22	-1	-4	7	-1
Cc1ccc(S(=O)(=O)N(C)C)cc1[N+](=O)[O-]	1	-3	0.99	1	-25	-3	7	-3	1
C=CCc1cc(C)ccc1OCCn1ccnc1	-2	0	1	1.2	26	-15	18	-5	11
Cc1nnc(SCc2ccc([N+](=O)[O-])cc2)[nH]c1=O	2	-4	0.98	0.84	-2	16	5	8	8
O=C(NC(Cc1ccccc1)C(=O)NCCc1ccccn1)c1ccccc1 (stereo not given)	-10	-2	1.1	1.1	-5	-12	-2	-8	7
COc1ccc(NC(=O)CCCCCn2nnc3ccccc3c2=O)cc1	11	0	0.89	1	4	0	-10	11	-2
CCCCOC(=O)Nc1ccc(S(=O)(=O)Nc2nc(C)cc(C)n2)cc1	-16	5	1.2	1	3	-5	15	-8	-6
COc1ccc(Nc2nc(C)cc(C)c2C#N)cc1	-20	-6	1.2	1.2	18	-15	7	1	6
COc1ccccc1OCC(=O)Nc1ccc(CSc2ccccc2)cc1C	-6	11	1.1	1.1	-7	-12	18	-6	27
O=C(NCc1ccco1)c1cc(-c2ccccc2)nn1CC1CC(c2cccnc2)=NO1 (stereo not given)	9	0	0.91	1	-5	-2	16	13	8

A run of entries taken from the entries so far:
SMILES	hIAP block	ATG4B inhibitor	hIAP activ	mIAP activ	NALP3 yeast inh	mIAP inh	tim10-1 inh	TIM10 inh	Apaf-1 inh
O=C(NC(Cc1ccccc1)C(=O)NCCc1ccccn1)c1ccccc1 (stereo not given)	-10	-2	1.1	1.1	-5	-12	-2	-8	7
COc1ccc(NC(=O)CCCCCn2nnc3ccccc3c2=O)cc1	11	0	0.89	1	4	0	-10	11	-2
CCCCOC(=O)Nc1ccc(S(=O)(=O)Nc2nc(C)cc(C)n2)cc1	-16	5	1.2	1	3	-5	15	-8	-6
COc1ccc(Nc2nc(C)cc(C)c2C#N)cc1	-20	-6	1.2	1.2	18	-15	7	1	6

(further entries)
SMILES	hIAP block	ATG4B inhibitor	hIAP activ	mIAP activ	NALP3 yeast inh	mIAP inh	tim10-1 inh	TIM10 inh	Apaf-1 inh
CCN(CCNS(=O)(=O)c1ccc2[nH]c(=O)sc2c1)c1ccccc1	4	-11	0.96	0.85	1	14	3	1	4
Cc1ccccc1C(=O)NCC(=O)Nc1ccccc1C(F)(F)F	-7	16	1.1	0.91	11	9	-12	2	-3
CC1(C)CC(=O)c2cc(C(=O)N3CCN(CCO)CC3)c(=O)n(-c3ccc(Cl)cc3)c2C1	1	3	0.99	1.1	2	-6	11	16	-15
CC1=CC2=NC(=O)CC(C)(C(=O)N(CC(=O)NC(C)(C)C)Cc3ccccc3)N2C=C1 (stereo not given)	-13	-1	1.1	1.1	14	-9	14	-1	9
Cc1ccnc2nc(C(=O)OCC(=O)N(Cc3ccccc3)C(C)(C)C)nn12	-19	1	1.2	1	-18	-2	3	-6	-4
N#Cc1c(NC(=O)CSc2ncnc3sccc23)oc(-c2ccco2)c1-c1ccco1	12	4	0.88	0.3	15	70*	31	2	12
Cc1c(NS(=O)(=O)c2ccc3c(c2)NC(=O)CC(=O)N3)cccc1[N+](=O)[O-]	0	-9	1	0.97	7	3	-6	2	0
Cc1cccc(-n2ncc3c(Nc4c(C)n(C)n(-c5ccccc5)c4=O)ncnc32)c1	-11	4	1.1	1	19	-3	5	0	-1
COc1ccc(CN(C)C(=O)C2CSC3(C)CCC(=O)N23)cc1OC (stereo not given)	10	-12	0.9	0.99	9	1	12	3	-2
O=C(NNc1ccccc1)Nc1ccccc1F	7	2	0.93	1	21	0	-12	12	3
COc1cccc(N2CCN(C(=O)CCC(=O)N3CCOc4ccc(C)cc43)CC2)c1	2	6	0.98	1	22	-4	28	5	22
CCOC(=O)Cc1csc(NC(=O)/C=C\c2ccccc2Cl)n1	7	17	0.93	0.9	29	10	23	25	13

Filtered by structure: those above containing a tert-butyl group (2)
SMILES	hIAP block	ATG4B inhibitor	hIAP activ	mIAP activ	NALP3 yeast inh	mIAP inh	tim10-1 inh	TIM10 inh	Apaf-1 inh
CC1=CC2=NC(=O)CC(C)(C(=O)N(CC(=O)NC(C)(C)C)Cc3ccccc3)N2C=C1 (stereo not given)	-13	-1	1.1	1.1	14	-9	14	-1	9
Cc1ccnc2nc(C(=O)OCC(=O)N(Cc3ccccc3)C(C)(C)C)nn12	-19	1	1.2	1	-18	-2	3	-6	-4

New compounds follow.
SMILES	hIAP block	ATG4B inhibitor	hIAP activ	mIAP activ	NALP3 yeast inh	mIAP inh	tim10-1 inh	TIM10 inh	Apaf-1 inh
N/C(CCCN1CCCCC1)=N/O	4	-9	0.96	0.99	-5	1	10	-13	2
CCc1nnc(NC(=O)c2nc3nccc(C)n3n2)s1	13	7	0.87	0.9	-4	10	8	0	-6
CC1CCN(c2nc3c(c(=O)[nH]c(=O)n3C)n2CC(C)CSc2nnnn2-c2ccccc2)CC1 (stereo not given)	0	-9	1	0.99	11	1	35	31	19
COc1ccc(-c2c(C3=CCCCC3)oc3ccc(-c4ccc5c(c4)OCO5)cc23)cn1	12	-4	0.89	1.1	9	-12	13	7	12
O=C(Nc1ccc2c(c1)OCCO2)N1CCN(c2ccc(F)cc2)CC1	16	0	0.84	0.95	19	5	9	-2	-2
COC(=O)C1C(C(=O)OC)C1(c1ccccc1)c1ccccc1 (stereo not given)	-3	1	1	0.94	-138	6	29	23	-1
Fc1cccc(Oc2nc3ccccc3n3cccc23)c1	-44	-4	1.4	0.94	5	6	19	17	3
CCCCN(C(=O)C(C)N1C(=O)c2ccccc2C1=O)c1c(N)n(CCCC)c(=O)[nH]c1=O (stereo not given)	6	0	0.94	1	14	-3	-7	6	-5
COc1ccc(CCC(=O)Nc2cc(Cl)ccc2OC)cc1	-5	-6	1.1	0.91	22	9	7	13	-4
COc1ccc(-c2csc(NC(=S)NC(=O)/C=C/c3ccccc3)n2)cc1Br	4	9	0.96	0.94	-7	6	6	-8	-1
